Source: PubChem (National Center for Advancing Translational Sciences (NCATS))
USP2a inh: inhibitors of human ubiquitin-specific protease USP2a. Potency, µM (top dose mostly 38.3 µM), for the others: at the highest dose activity change, negative = inhibition, usual class: inhibitors. hit rate 0.1% among 60,000. O75604. USP2a enzymatic assay, qHTS inhibition. AID 927;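 note: potency is the fitted concentration of half-maximal effect; nearly all actives have a fitted effect of over 60% in size; plate controls were DMSO for no effect and NEM full inhibition control for full effect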
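Coupled readout: USP2-cleaved Ub-PLA2 (20nM final) turns over NBD C6-HPC (20uM final), Ex 460nm/Em 535nm after 2.5 h, time-zero read flagging artifacts. Enzyme (20nM final, pH 8.0 Tris) given 30 min RT with compound first; NEM defines full inhibition.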
ERK AVP inh: vasopressin-driven ERK pathway inhibition | HEK293-V1b, vasopressin-stimulated pERK AlphaScreen | hit rate 0.99% among 72,000 | Potency, µM (highest dose often 57.5 µM), for inactives: at the highest dose activity, negative = inhibition, most hits filed as inhibitors; note: potency is the fitted concentration of half-maximal effect; % is set by controls: 0 for no effect and ±100 for the full control effect; nearly all actives have a fitted effect of over 55% in size
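V1b-HEK293 cells; cpd 30 min 37C; 25 nM vasopressin 5 min; lyse 10 min; AlphaScreen beads 5 hr RT. Normalized to DMSO basal and 25 nM vasopressin; AC50 by Hill fit.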
Texas Red fluor: Texas Red region autofluorescence; hit rate 0.06% among 59,000; max dye-equivalent concentration, M; Compound fluorescence, Texas Red channel, 547/618 nm; hits give high values; AID 587; in the data active = max dye-equivalent concentration above about 10 nM; inconclusive = between about 1.1 nM and that limit
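Compound titrations in 100 mM Tris pH 8.0 were incubated 15 min at room temperature and read at 547 nm excitation / 618 nm emission. Texas Red six-point standard curve on each plate converted fluorescence to dye-equivalent concentration.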
Tau fil binding: binders of human tau filaments; P10636; recombinant tau filaments, thioflavin S fluorescence, 15 h; filaments grown with octadecylsulfate alongside compound; Potency, µM (titrated, usually from 57.1 µM), without a hit: at the top dose activity change, negative = inhibition; hit rate 2% among 71,000;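 note: potency is the fitted concentration of half-maximal effect; % is set by controls: 0 for no effect and ±100 for the full control effect; actives lower thioflavin S fluorescence by blocking filaments or displacing dye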
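His-tagged recombinant human tau (exons 2, 3 and 10 included), 1 uM, was induced to fibrillize by 30 uM sodium octadecylsulfate with compound present. After 15 h at 37 C, thioflavine S fluorescence (ex 450, em 510 nm) was read.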
Caspase-7 inhib: caspase-7 (human) inhibition, allosteric or competitive. Potency, µM (doses to about 57.5 µM), for inactives: at the top dose activity change, negative = inhibition, hits mostly inhibitors. P55210. recombinant caspase-7, Ac-DEVD-AFC fluorescence rate. hit rate 0.02% among 75,000. AID 889; active = well fitted inhibition curve with a large enough effect in the main read-out, with a control signal flat, not every such curve was filed as active; inconclusive = small, poorly fitted or top-dose-only effect, or a change in a side signal; note: potency is the fitted concentration of half-maximal effect; % of control where 0% means no effect
Target sequence (P55210 24-198 limits assumed): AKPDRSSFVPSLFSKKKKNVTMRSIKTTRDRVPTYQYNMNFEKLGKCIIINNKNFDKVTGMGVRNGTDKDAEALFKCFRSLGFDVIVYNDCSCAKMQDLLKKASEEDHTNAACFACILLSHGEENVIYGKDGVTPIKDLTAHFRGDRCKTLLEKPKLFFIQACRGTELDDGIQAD
Target sequence (P55210 207-303 limits assumed): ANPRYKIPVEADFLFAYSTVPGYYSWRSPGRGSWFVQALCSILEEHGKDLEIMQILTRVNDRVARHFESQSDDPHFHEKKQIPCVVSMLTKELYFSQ
HEK293 cAMP cs: parental HEK293 cAMP activation (counter-screen). parental HEK293 CNG cAMP sensor, membrane potential fluorescence. Potency, µM (doses to about 57.1 µM), without a hit: at the highest dose activation, hits mostly activators. hit rate 2.5% among 73,000. AID 938; note: potency is the fitted concentration of half-maximal effect; % of control where 0% means no effect; nearly all actives have a fitted effect of over 55% in size
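Parental HEK 293 cells stably expressing a cAMP-gated CNG channel were loaded with membrane potential dye containing 100 uM RO 20-1724 for 60 min. Compound added for 30 min; depolarization read as fluorescence intensity at 590 nm.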
FLuc inh: blocks Photinus pyralis firefly luciferase activity; P08659; purified firefly luciferase, luminescence, 8 min; Potency, µM (titrated, usually from 57.1 µM), for the others: at the highest dose activity change, negative = inhibition, actives largely listed as inhibitors; hit rate 2.2% among 72,000; AID 411; note: potency is the fitted concentration of half-maximal effect; % is set by controls: 0 for no effect and ±100 for the full control effect; nearly all actives have a fitted effect of over 40% in size
Target sequence (P08659 whole entry, looked up): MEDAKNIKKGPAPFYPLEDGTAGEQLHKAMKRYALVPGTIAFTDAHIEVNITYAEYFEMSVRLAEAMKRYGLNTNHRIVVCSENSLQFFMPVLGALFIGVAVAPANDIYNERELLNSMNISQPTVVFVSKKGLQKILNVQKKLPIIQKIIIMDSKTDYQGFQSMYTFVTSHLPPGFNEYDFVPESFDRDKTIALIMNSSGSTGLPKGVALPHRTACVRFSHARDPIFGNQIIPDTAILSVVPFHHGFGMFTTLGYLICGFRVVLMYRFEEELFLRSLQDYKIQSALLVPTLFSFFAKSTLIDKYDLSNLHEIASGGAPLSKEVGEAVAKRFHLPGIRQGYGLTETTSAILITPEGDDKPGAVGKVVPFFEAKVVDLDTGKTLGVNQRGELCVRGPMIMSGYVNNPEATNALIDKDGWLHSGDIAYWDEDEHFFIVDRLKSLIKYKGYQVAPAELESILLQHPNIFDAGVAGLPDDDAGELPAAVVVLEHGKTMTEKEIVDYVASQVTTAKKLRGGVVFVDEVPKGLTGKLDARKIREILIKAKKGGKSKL
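Firefly luciferase (PKLight detection mix) with 10 uM ATP in pH 7.2 imidazole buffer (KCl, MgCl2, Tween 20, BSA). Compounds tested across a concentration series (qHTS). Luminescence read after 8 min at ambient temperature.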
Fluorescein autfl: compound fluoresces in the fluorescein spectral region. Compound autofluorescence, 480/540 nm, fluorescein-equivalent; hits give high values. max fluorescein-equivalent concentration, M. hit rate 0.91% among 59,000; in the data active = max fluorescein-equivalent concentration above about 10 nM; inconclusive = between about 1.1 nM and that limit
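Read-out is intrinsic compound fluorescence at 480/540 nm (excitation/emission), expressed as dye-equivalent concentration using a fluorescein standard series run on every plate. Compounds sat 15 min at room temperature in 100 mM Tris, pH 8.0.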
HADH2 inh: blocks human hydroxyacyl-CoA dehydrogenase type II; AID 886; Potency, µM (top dose mostly 57.1 µM), without a hit: at the top dose activity change, negative = inhibition, usual class: inhibitors; Q99714; hit rate 3.4% among 73,000; recombinant HADH2, NADH fluorescence, beta-hydroxybutyryl-CoA; note: potency is the fitted concentration of half-maximal effect; % is set by controls: 0 for no effect and ±100 for the full control effect; nearly all actives have a fitted effect of over 60% in size; many of its hits are not listed in these tables
Target sequence (Q99714 whole entry, looked up, one chain of several): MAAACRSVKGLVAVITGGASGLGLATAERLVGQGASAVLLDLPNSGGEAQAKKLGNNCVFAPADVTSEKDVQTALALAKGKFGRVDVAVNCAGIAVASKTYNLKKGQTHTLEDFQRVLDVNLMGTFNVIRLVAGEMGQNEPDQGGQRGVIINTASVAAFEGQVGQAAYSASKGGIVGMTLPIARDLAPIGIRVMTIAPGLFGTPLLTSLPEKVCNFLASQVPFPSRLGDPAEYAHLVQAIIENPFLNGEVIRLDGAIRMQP
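Read-out: 360 nm excitation, 450 nm emission, kinetic over 4 min. Conditions: His-tagged human HADH2 20 nM, pH 9.0 Tris with Tween-20, 1 mM NAD+, 90 uM beta-hydroxybutyryl-CoA.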
Casp1 inh: caspase-1 (human) inhibition, allosteric or competitive; P29466; Caspase-1 enzyme, Ac-WEHD-AFC fluorogenic rate; Potency, µM (series often up to 57.5 µM), inactives show top-dose activity change, negative = inhibition, actives largely listed as inhibitors; hit rate 0.03% among 75,000; AID 900;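 note: potency is the fitted concentration of half-maximal effect; plate controls were vehicle for no effect and no substrate for full effect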
Rhodamine fluor: rhodamine region autofluorescence; Rhodamine-region fluorescence, 547/598 nm, Tris buffer; hits give high values; max dye-equivalent concentration, M; hit rate 0.05% among 59,000; AID 594; in the data active = max dye-equivalent concentration above about 11 nM; inconclusive = between about 1.1 nM and that limit
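A six-point rhodamine series on each plate calibrates the signal. Compounds sit in 100 mM Tris (pH 8.0) for 15 min at ambient temperature before imaging through 547 nm/598 nm filters.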
Numbers without * were called inactive; i = inactive; ? = inconclusive; . = not tested or not shown; [ ] = another dose, or the depositor's remark. Unless noted, calls come from the whole dose curve; as a rule, active = well fitted curve in the direction sought with a large enough effect; inconclusive = small, poorly fitted or top-dose-only effect, or another doubt; inactive = no such curve, though single readings can be large; an effect the other way counts as inactive or inconclusive. The list is partial; rates above refer to the full screens.

SMILES | USP2a inh | ERK AVP inh | Texas Red fluor | Tau fil binding | Caspase-7 inhib | HEK293 cAMP cs | FLuc inh | Fluorescein autfl | HADH2 inh | Casp1 inh | Rhodamine fluor
COC(=O)c1sc(N2C(=O)C(O)=C(C(=O)c3ccc(C)o3)C2c2ccc(F)cc2)nc1C (configuration not stated) | 15%[7.66 µM] | 6% | . | -18%[11.4 µM] | -13% | -6%[11.4 µM] | 2% | . | -13%[11.4 µM] | -7% | .
O=C(c1ccc(Br)o1)N1CCN=C1SCc1cccnc1 | . | -16% | . | 10% | -1% | 8% | 1% | . | -6% | -5% | .
CCN(CC)c1nc2n(c(=O)n1)CCO2 | -3% | -15% | ? | -5% | 0% | 6% | 1% | i | 1% | 1% | i
Cc1ccc(OCC(=O)N2CCCCC2)c(Br)c1 | 12% | 9% | i | -11% | -2% | ? | -1% | i | -2% | -3% | i
O=C(Cc1cccs1)OCC(=O)c1ccco1 | 0% | -4% | ? | -9% | -2% | -5% | -1% | ? | -24% | 2% | i
O=C(Nc1ccon1)c1cc(-c2ccccc2)nc2ccccc12 | 44%[activator] | ? | i | -26% | 0% | ? | -4% | i | -6% | 2% | i
CCC(C)(C)n1nnnc1C(c1cc2cc(OC)ccc2[nH]c1=O)N1CCc2ccccc21 (configuration not stated) | 21% | 16% | i | 12% | -13% | ? | -2% | i | -6% | -15% | i
CCOCCn1c(SCC)nc2c1c(=O)[nH]c(=O)n2C | 4% | ? | ? | 1% | 2% | 39% | 0% | i | -9% | 1% | i
COc1ccc(S(=O)(=O)NC(C)C(=O)Nc2ccccc2F)cc1 (configuration not stated) | 6% | 0% | ? | 2% | 1% | -1% | -1% | ? | ? | 4% | i
Cc1ccc(S(=O)(=O)c2cccc(S(=O)(=O)N3CCCC3)c2)cc1S(=O)(=O)N1CCCC1 | 12% | -14% | . | 27% | -3% | ? | 1% | . | 3% | -2% | .
Cc1cc(C)n2c(SCCN3C(=O)c4ccccc4C3=O)nnc2n1 | . | 6% | . | -13% | -2% | -4% | -2% | . | -6% | 0% | .
COc1ccccc1-c1coc2cc(O)cc(O)c2c1=O | 7% | -3% | . | 31% | -1% | 15% | -2% | . | -20% | 0% | .
Cc1sc(NC(=O)c2oc3ccccc3c2C)c(C#N)c1C | 16% | -3% | i | -21% | -6% | 1% | 0% | i | ? | -3% | i
Cc1ccc(Cl)c2c1NC(=O)C2(O)CC(=O)c1ccccc1O (configuration not stated) | 4% | -22% | i | -5% | 2% | -10% | 1% | i | -11% | -1% | i
Cc1ccc(-c2nn(C)c(=O)c3ccccc23)cc1S(=O)(=O)N1CCCC1 | . | . | . | 27% | -3% | 18% | 1% | . | 4% | -5% | .
O=C(c1ccc(COc2ccccc2Cl)o1)N1CCN(Cc2ccc3c(c2)OCO3)CC1 | 11% | 17% | i | 73% | -3% | ? | 3% | i | -6% | -3% | i
O=C(Nc1ccccc1C(F)(F)F)c1cc(S(=O)(=O)N2CCC3(CC2)OCCO3)ccc1F | 10% | -4% | i | 8% | 0% | 15% | -1% | i | 9% | -1% | i
O=C1[C@H]2[C@H]3[C@H](O)[C@H](O)C/C(=N/OC[C@@H](O)COCc4ccco4)[C@H]3CC[C@@H]2C(=O)N1c1cccc(Oc2ccccc2)c1 | . | -1%[11.5 µM] | . | . | -1%[11.5 µM] | 1%[11.4 µM] | -1%[11.4 µM] | . | 5%[11.4 µM] | -3%[11.5 µM] | .
COc1ccc(NCc2nnc(SCC#N)n2-c2ccccc2OC)cc1 | 6% | -1% | i | 2% | 2% | -1% | -1% | ? | -9% | -1% | i
CC(=O)c1cccc(-n2nnnc2SCC(=O)Nc2cccc(NC(=O)c3ccco3)c2)c1 | 240%[activator] | 5% | i | ? | 0% | 0% | -6% | i | 14% | -1% | i
O=C(Nc1ccc2c(c1)OCO2)C(c1ccccc1)N1CCN(C(=O)c2ccco2)CC1 (configuration not stated) | 26% | 42%[activator] | i | -10% | 1% | 12% | 1% | ? | -3% | 0% | i
CCN(CC)S(=O)(=O)c1cccc(C(=O)Nc2cc(C)nn2-c2nc(C)cc(C)n2)c1 | 3% | -4% | ? | -11% | 0% | 7% | 1% | i | 20% | 3% | i
COc1ccccc1C1C(C(=O)c2sc(C)nc2C)=C(O)C(=O)N1CCN1CCOCC1 (configuration not stated) | 1% | 1% | i | 7% | -5% | 4% | -1% | i | 6% | -8% | i
CC(C)(CO)NC(=O)C(c1ccccc1)c1ccccc1 | 2% | -3% | i | 5% | 0% | 1% | 3% | ? | 18% | 1% | i
c1ccc(Cn2ncc3c(N4CCCCC4)ncnc32)cc1 | -4% | -8% | . | 17% | -3% | 12% | 0% | . | -12% | -1% | .
Continued.
SMILES | USP2a inh | ERK AVP inh | Texas Red fluor | Tau fil binding | Caspase-7 inhib | HEK293 cAMP cs | FLuc inh | Fluorescein autfl | HADH2 inh | Casp1 inh | Rhodamine fluor
COc1ccc(NC(=O)CN2CCN(S(=O)(=O)c3ccc(C(C)C)cc3)CC2)cc1OC | 31%[activator] | 1% | ? | 9% | 0% | 12% | 1% | i | -2% | 1% | i
Cc1nn(-c2ccccc2)c2sc(-c3n[nH]c(=S)o3)cc12 | -5% | ? | i | -3% | -1% | 3% | -1% | i | 20µM* | -3% | i
CCCn1c(C)nc2c(NCCN3CCCC3)nc(C)nc21 | . | 9% | . | 1% | 0% | ? | . | . | 15% | 0% | .
COc1ccc(C2N(c3ccc(OC)cc3)C(=O)C3CCCN32)cc1 (configuration not stated) | . | -6% | . | -8% | -1% | 7% | -2% | . | 1% | -2% | .
CCOC(=O)N1CCN(S(=O)(=O)c2cccc3ccc(C)nc23)CC1 | 6% | -25% | i | 10% | -1% | 0% | 4% | i | 4% | 1% | i
COc1cccc(-c2cc(C(=O)Nc3cc(OC)c(OC)c(OC)c3)no2)c1 | 24% | 38% | i | 35% | 0% | ? | 1% | i | -9% | -2% | i
COC(=O)c1ccc(OCCn2cnc3ccccc3c2=O)cc1 | 9% | ? | i | 8% | 0% | 3% | 1% | i | 11% | 0% | i
COC(=O)c1ccc(CSc2nc3c(c(=O)n2-c2ccccc2)SCC3)o1 | . | . | . | -12% | -1% | -4% | -5% | . | 10% | 3% | .
O=C(COC(=O)c1cnccn1)Nc1ccc(Cl)cc1 | 39%[activator] | 2% | i | ? | -2% | ? | -2% | 1.1e-08M* | 7% | -1% | i
CC1(C)S[C@@H]2[C@H](NC(=O)Cc3ccccc3)C(=O)N2[C@@H]1C(=O)O | . | 4%[11.5 µM] | i | -9%[11.4 µM] | -3%[11.5 µM] | -5%[11.4 µM] | 2%[11.4 µM] | i | 11%[11.4 µM] | 1%[11.5 µM] | i
O=C1C(O)CC2c3ccccc3CC3(CCCC3)N12 (configuration not stated) | . | 5% | . | -7% | -5% | ? | -1% | . | 1% | 0% | .
CC1CCCCC1NC(=O)c1nn(C)c(=O)c2ccccc12 (configuration not stated) | 10% | 18% | i | 12% | 1% | ? | 1% | i | 5% | 4% | i
CCOC(=O)C1CCN(C(=O)c2cc3c(-c4ccc(OC)c(OC)c4)nn(C)c3s2)CC1 | . | ? | . | 38% | -1% | -8% | -9% | . | 7% | -4% | .
Cc1[nH]n2c(=O)cc(C(C)C)nc2c1-c1ccccc1 | 6% | -11% | i | -12% | 0% | ? | 1% | ? | ? | 3% | i
CCOC(=O)N/N=C1/C[C@@H](O)[C@@H](O)[C@@H]2[C@@H]3C(=O)N([C@@H](C)c4ccccc4)C(=O)[C@H]3CC[C@@H]12 | . | 2%[11.5 µM] | . | . | 1%[11.5 µM] | -1%[11.4 µM] | 1%[11.4 µM] | . | 4%[11.4 µM] | -1%[11.5 µM] | .
Cc1ccccc1OCCCN1CCCC1 | -3% | 11% | . | 7% | 2% | 4% | 1% | . | 2% | 1% | .
CCNC(=O)CSc1nc2ccccc2c(=O)n1OC | 1% | 11% | i | -2% | -1% | ? | 0% | i | 5% | -2% | i
COc1ccc(-c2nc(-c3ccc(Br)o3)no2)cc1OC | . | -24% | . | 180% | -1% | 5% | -7% | . | 11% | -1% | .
Cc1cc(=O)[nH]c2c(C)c(N)ccc12 | -7% | 0% | i | -3% | -2% | 8% | 1% | i | 3.2µM* | -3% | i
Cc1cc(C)c(S(=O)(=O)N(C)Cc2cnn(C)c2)c(C)c1 | 10% | -24% | ? | 6% | 2% | 10% | -1% | ? | 1% | 0% | i
O=C(NCc1cccnc1)c1c(F)c(F)c(F)c(F)c1F | 9% | -3% | ? | -4% | 0% | 14% | 1% | ? | 7% | -2% | i
O=C(O)c1ccccc1C(=O)Nc1n[nH]c(=S)s1 | -2% | 25% | i | 6% | 1% | 3% | -8% | i | 3.2µM* | 2% | i
Clc1ccccc1-c1nnc2sc(-c3ccc4c(c3)OCO4)nn12 | 47%[activator] | -11% | i | 90% | -11% | ? | -1% | i | 1.3µM* | -1% | i
